Compound activity from PubChem BioAssay.
NTR1 agonist = agonists of NTR1, primary screen, imaging, U2OS cells, beta-arrestin-GFP, high content (AID 493036); NTR1-U2OS beta-arrestin-GFP spot imaging, agonist mode; actives 0.17% (n = 330,000); activation, % at 20 µM; Neurotensin receptor type 1 (Homo sapiens), P30989;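 active = activation at or above 40% of the spot to cytoplasm intensity ratio, with at least 20 cells analyzed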;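 note: 0% = DMSO without peptide and 100% = 100 nM NTR1 peptide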
Target sequence (P30989 whole entry, looked up): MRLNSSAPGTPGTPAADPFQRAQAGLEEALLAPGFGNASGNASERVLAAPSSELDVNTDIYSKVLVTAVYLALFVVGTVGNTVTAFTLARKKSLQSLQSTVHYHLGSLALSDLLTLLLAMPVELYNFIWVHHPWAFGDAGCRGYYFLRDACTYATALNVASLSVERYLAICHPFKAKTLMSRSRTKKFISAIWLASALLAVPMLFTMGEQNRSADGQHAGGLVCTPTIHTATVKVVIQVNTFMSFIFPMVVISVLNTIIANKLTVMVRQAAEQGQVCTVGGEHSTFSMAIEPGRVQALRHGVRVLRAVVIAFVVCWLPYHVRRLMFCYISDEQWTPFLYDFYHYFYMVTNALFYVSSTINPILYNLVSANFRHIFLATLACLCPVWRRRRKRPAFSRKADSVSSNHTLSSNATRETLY
NTR1 agonist cell count 20 µM = further read-out of NTR1 agonist, marked with its call; cell count; measured here: cell count, cytotoxicity flag
* marks the source's active call; other numbers are inactive results. Some of the compounds tested (hit frequency here may not be typical).

SMILES	NTR1 agonist	NTR1 agonist cell count 20 µM
COc1ccc(S(=O)(=O)NCCC(=O)NC2CCCCC2C)cc1[N+](=O)[O-] (stereo unspecified)	1.1	57
COc1ccc(-c2c(-c3cc(OC)cc(OC)c3)sc3ccc(OC)cc23)cc1	4.2	56
CC(C)(C)c1ccc(COC(=O)CN2C(=O)NC3(CCCC3)C2=O)cc1	1.8	88
C[C@]12c3[nH]c4cc(-c5ccco5)ccc4c3CCN1C(=O)[C@@H](CC(=O)NCc1ccco1)C[C@@H]2C(=O)N1CCCCC1	7.1	70
COc1ccc(NS(=O)(=O)c2cccc(C(=O)NN=Cc3cc(Br)c(O)c(Br)c3)c2)cc1	4.2	73
CCN(C[C@H]1N[C@@](C)(C(=O)OC)[C@H]2C(=O)N(Cc3ccccc3)C(=O)[C@@H]12)C(=O)Nc1ccc(OC)cc1	-0.6	50
CC(Sc1ncccn1)C(=O)NC1(C#N)CCCCC1 (stereo unspecified)	0.2	44
O=C(c1cccc(S(=O)(=O)N2CCOCC2)c1)N1CCN(C/C=C/c2ccccc2)CC1	-2.4	64
CCc1nc2ccccc2c(C(=O)OCC(=O)N(CCOC)c2c(N)n(Cc3ccccc3)c(=O)[nH]c2=O)c1C	-0.1	56
O=C(CC1(CC(=O)N2CCOCC2)CCCC1)Nc1ccccc1	-1.0	49
Cc1noc(C)c1COC(=O)C1CCN(S(=O)(=O)c2c(Cl)cccc2Cl)CC1	1.0	58
O=C(Nc1ccc(N2CCOCC2)cc1N1CCOCC1)c1ccc(F)cc1	0.9	56
O=C(CN1CSCC1=O)N1CCN(S(=O)(=O)c2cc(C(F)(F)F)ccc2Cl)CC1	-0.6	67
Cc1ccc(C(=O)CCC(=O)OC(C)C(=O)NC2CCCCC2C)cc1 (stereo unspecified)	-0.9	60
Cc1cc(Cn2nc(C(=O)NCc3cccs3)cc2-c2ccccc2)on1	-6.3	68
O=C(c1cc(F)c(F)c(F)c1F)N1CCN(C(=O)C2CCCO2)CC1 (stereo unspecified)	-1.1	54
O=C(COC(=O)c1ccccc1)NC1CCCCCC1	0.8	51
Cc1nc(SCC(=O)NCC2COc3ccccc3O2)c2c(C)c(C)sc2n1 (stereo unspecified)	4.3	52
Cc1ccsc1CN(C)CC(=O)NCC(=O)Nc1ccc(F)cc1	-0.9	62
COc1ccc(C)cc1NC(=O)C(OC(=O)C1=NNC(=O)CC1)c1ccccc1 (stereo unspecified)	0.6	57
COc1cc(C(=O)NC(C)C2CC3CCC2C3)ccc1OC(F)F (stereo unspecified)	-4.3	14
Cc1cccc(NC(=O)COC(=O)CN2CCCCCC2=O)c1C	-0.8	51
CCCCn1c(N)c(N(C(=O)CSc2nnnn2-c2ccccc2C)C2CCCC2)c(=O)[nH]c1=O	-0.3	68
O=C(CCNC(=O)c1ccc(Cl)cc1)Nc1ccccc1N1CCCC1	-0.2	41
O=C(COC(=O)c1cccnc1Cl)c1ccc(Cl)s1	1.2	63
CCOC(=O)[C@H]1[C@H]2COc3ccc(Br)cc3[C@@H]2N2C(=O)[C@H](C)NC(=O)[C@@]12C	0.5	52
O=C1CCN(Cc2ccccc2)C=C1c1ccc(Cl)cc1	-1.5	65
O=c1cc(-c2ccsc2)oc2ccc(-c3ccc4cc[nH]c4c3)cc12	8.9	58
COc1ccc(CNC(=O)C[C@H]2C[C@H](C(=O)N(C(C)C)C(C)C)[C@@]3(C)c4[nH]c5ccc(Cl)cc5c4CCN3C2=O)cc1OC	-0.2	44
CC(=O)Nc1ccc(S(=O)(=O)N(C)c2ccc(OCCOc3cccc(C)c3)cc2)cc1	0.6	53
Cc1ccc(C(=O)OC(C)C(=O)N(C)C2CCCCC2)cc1S(=O)(=O)N1CCCCC1 (stereo unspecified)	1.9	33
O=C(Nc1ccc(Cl)c(S(=O)(=O)N2CCOCC2)c1)c1ccncc1	1.0	53
O=S(=O)(O)c1cc2oc(-c3ccccc3)nc2c2ccccc12	-2.0	94
CC[C@H](C)[C@@H](C(=O)NCCCCCCCCCCC(=O)N1CCN(C(=O)OC(C)(C)C)CC1)n1cc(CCCCN=C(NC(=O)OC(C)(C)C)NC(=O)OC(C)(C)C)nn1	63*	89*
CC(C)CN(C(=O)COC(=O)/C=C/c1ccc(Cl)c(Cl)c1)c1c(N)n(Cc2ccccc2)c(=O)[nH]c1=O	11	70
COc1ccccc1C(=O)NCCC(=O)N(C)Cc1cccnc1	5.4	53
CCOC(=O)C1=C(C)N=c2s/c(=C/c3ccc(OCC(=O)O)c(OC)c3)c(=O)n2C1c1ccc(Cl)cc1 (stereo unspecified)	4.8	47
Cc1ccccc1-n1c(-c2ccc(Br)o2)n[nH]c1=S	-0.5	66
COc1ccc(C(=O)NC(=O)COC(=O)c2ccc(C)o2)cc1	0.9	62
Cc1ccc(C)c(S(=O)(=O)N2CCCC2CNC(=O)C(=O)NCCc2ccccc2)c1 (stereo unspecified)	0.4	62
CC(NC(=O)C(C)N1CCN(S(=O)(=O)c2ccccc2)CC1)c1ccccc1 (stereo unspecified)	-2.1	59
Cc1cc(NC(=O)CSc2nnc(-c3ccco3)n2C)no1	-2.0	84
Cc1ccc(C(=O)Nc2scc(-c3ccccc3)c2C(=O)O)cc1	-0.2	54
O=C(Cn1c(=O)ccn(Cc2ccccc2)c1=O)Nc1cccc(S(=O)(=O)N2CCOCC2)c1	-0.8	76
O=C(CNC(=O)c1ccccc1F)NCc1ccncc1	-1.5	59
Cc1ccc(S(=O)(=O)N2CCN(C(=O)C(Cc3ccccc3)NC(=O)c3ccccc3)CC2)cc1 (stereo unspecified)	1.9	52
Cc1c(-c2nc3ccccc3[nH]2)cnn1C	0.8	47
COc1ccc(N2CCN(C(=O)CN3C(=O)NC(C)(C4CC4)C3=O)CC2)cc1 (stereo unspecified)	-3.4	42
O=C(COc1ccccc1F)NNC(=O)c1ccc2c(=O)n3c(nc2c1)CCC3	0.6	57
COc1ccc(NC(=O)CN(C)C(=O)c2c(C)nn(-c3ccccc3)c2Cl)cc1	0.5	66
CN(CC(=O)Nc1cccc(F)c1)C(=O)c1ccc2c(c1)S(=O)(=O)N=C1CCCCCN12	0.4	79
COc1ccc(NC(=O)CN(C)C(=O)c2ccc3[nH]c4c(c3c2)CC(C)CC4)cc1 (stereo unspecified)	3.6	58
S=C(NCCc1ccccc1)N1CCCC1	0.2	57
Cc1nn(CSc2c(F)c(F)c(F)c(F)c2F)c(C)c1[N+](=O)[O-]	-1.9	54
COc1ccc(Cl)cc1C(=O)OCC(=O)NC1CCCC(C)C1C (stereo unspecified)	2.1	76
O=C(COC(=O)CNS(=O)(=O)c1ccc(Br)cc1Cl)NC1CC1	3.4	61
CCc1ccc(C(c2ccc(CC)cc2)C(Cl)Cl)cc1	6.7	57
O=C(COC(=O)CC1CCCC1)Nc1ccccc1[N+](=O)[O-]	0.7	57
COc1ccc2c(c1)CN(C)S(=O)(=O)c1ccccc1-2	2.1	53
CC1CCCCN1CC(=O)Nc1ccc2c(c1)OCO2 (stereo unspecified)	-2.1	54

For convenience, part of the list above.
SMILES	NTR1 agonist	NTR1 agonist cell count 20 µM
Cc1ccc(C(=O)Nc2scc(-c3ccccc3)c2C(=O)O)cc1	-0.2	54
O=C(Cn1c(=O)ccn(Cc2ccccc2)c1=O)Nc1cccc(S(=O)(=O)N2CCOCC2)c1	-0.8	76
O=C(CNC(=O)c1ccccc1F)NCc1ccncc1	-1.5	59
Cc1ccc(S(=O)(=O)N2CCN(C(=O)C(Cc3ccccc3)NC(=O)c3ccccc3)CC2)cc1 (stereo unspecified)	1.9	52
Cc1c(-c2nc3ccccc3[nH]2)cnn1C	0.8	47
COc1ccc(N2CCN(C(=O)CN3C(=O)NC(C)(C4CC4)C3=O)CC2)cc1 (stereo unspecified)	-3.4	42
O=C(COc1ccccc1F)NNC(=O)c1ccc2c(=O)n3c(nc2c1)CCC3	0.6	57
COc1ccc(NC(=O)CN(C)C(=O)c2c(C)nn(-c3ccccc3)c2Cl)cc1	0.5	66
CN(CC(=O)Nc1cccc(F)c1)C(=O)c1ccc2c(c1)S(=O)(=O)N=C1CCCCCN12	0.4	79
COc1ccc(NC(=O)CN(C)C(=O)c2ccc3[nH]c4c(c3c2)CC(C)CC4)cc1 (stereo unspecified)	3.6	58
S=C(NCCc1ccccc1)N1CCCC1	0.2	57
Cc1nn(CSc2c(F)c(F)c(F)c(F)c2F)c(C)c1[N+](=O)[O-]	-1.9	54
COc1ccc(Cl)cc1C(=O)OCC(=O)NC1CCCC(C)C1C (stereo unspecified)	2.1	76
O=C(COC(=O)CNS(=O)(=O)c1ccc(Br)cc1Cl)NC1CC1	3.4	61
CCc1ccc(C(c2ccc(CC)cc2)C(Cl)Cl)cc1	6.7	57

Next section
SMILES	NTR1 agonist	NTR1 agonist cell count 20 µM
O=C(CSc1nnnn1-c1ccccc1)NCCCN1CCCC1=O	2.0	69
CCCN(C(=O)c1ccc(-n2cncn2)c([N+](=O)[O-])c1)C1CCS(=O)(=O)C1 (stereo unspecified)	-1.3	95
C=CCNC(=O)C1CC2Cn3c(nc4cc(Cl)c(Cl)cc43)C2N1C (stereo unspecified)	0.8	102
COc1ccc(S(=O)(=O)N2CCC3(CC2)CC(=O)c2ccccc2O3)cc1OC	0.9	51
CCCCN(C(=O)c1ccc(-n2nc(C)cc2C)cc1)c1c(N)n(CCC)c(=O)[nH]c1=O	0.2	79
COc1ccc(NS(=O)(=O)c2cc(NC(=O)c3cncc(Br)c3)ccc2OC)cc1	1.6	58
CCN(CC)C(=O)[C@H]1C[C@H](CC(=O)NCCCN(C)C)C(=O)N2CCc3c([nH]c4ccc(Cl)cc34)[C@]12C	2.6	61
NC(=O)C1CCN(C(=O)CNC(=O)c2ccc(Br)o2)CC1	1.5	41
COc1ccc2cc(C3=CCCCC3)ncc2c1	1.7	49
CCCCC(CC)CN=C(N)NC(N)=NCCCCCCN=C(N)NC(N)=NCC(CC)CCCC (stereo unspecified)	0.9	29
Cc1cc2c(s1)c1cnn(-c3ccccc3)c(=O)c1n2C	4.2	57
O=C(COc1cc(Cl)ccc1Cl)Nc1ccc2[nH]c(=O)[nH]c2c1	0.5	60
CCOC(=O)C1CCN(CC(=O)Nc2cc(S(=O)(=O)N3CCCCC3)ccc2Cl)CC1	5.2	60
CC(Oc1cccc(Br)c1)C(=O)NNC(=O)c1ccccn1 (stereo unspecified)	7.5	64
CC1CCN(S(=O)(=O)c2ccc(C(=O)N(C)C3CCS(=O)(=O)C3)cc2)CC1 (stereo unspecified)	-0.2	51
CC1(c2ccccc2)NC(=O)N(CC(=O)Nc2ccccc2C(=O)N2CCCCC2)C1=O (stereo unspecified)	0.0	68
CCCCc1ccc(NC(=O)CN2C(=O)NC(Cc3ccccc3)C2=O)cc1 (stereo unspecified)	1.3	67
Cc1ccc2nc(-c3ccc(NC(=O)C(C)Sc4nncs4)cc3)sc2c1 (stereo unspecified)	49*	74*
O=C(NC(=S)N1CCN(c2ccc(O)cc2)CC1)c1ccco1	-1.3	51
CN(CC(=O)Nc1ccc(Cl)cc1)C(=O)COc1ncnc2ccccc12	9.1	65
O=C1CCCN1c1ccc(C(=O)N(Cc2nnc(-c3ccc(Cl)cc3)o2)C2CC2)cc1	2.1	71
Cc1ccccc1OCC(=O)Nc1ccc(C)c(S(=O)(=O)N2CCCCCC2)c1	2.5	60
O=C(NCc1ccco1)c1cc(-c2ccccc2)nn1CC1CC(c2cccc([N+](=O)[O-])c2)=NO1 (stereo unspecified)	0.7	56
Cc1ccc(N2C(=O)N(CC(=O)Nc3cccc(C)c3C)C(=O)C2C)cc1 (stereo unspecified)	2.2	62

Next part (two carried over from the part before).
SMILES	NTR1 agonist	NTR1 agonist cell count 20 µM
O=C(NCc1ccco1)c1cc(-c2ccccc2)nn1CC1CC(c2cccc([N+](=O)[O-])c2)=NO1 (stereo unspecified)	0.7	56
Cc1ccc(N2C(=O)N(CC(=O)Nc3cccc(C)c3C)C(=O)C2C)cc1 (stereo unspecified)	2.2	62
O=C(c1ccc(-c2ccccc2Cl)o1)N1CCN(S(=O)(=O)c2cccs2)CC1	17	67
Cc1ccc(S(=O)(=O)N2CCN(Cc3cc(=O)n4ccccc4n3)CC2)cc1C	0.4	46
Cc1csc2nc(O)c(C(=O)NC3CCCCCC3)c(=O)n12	0.4	61
Cc1ccc(NC(=O)CN(C)C(=O)CSc2nnc(N)s2)cc1	1.7	46
C/C(=N\NC(=O)C1CC1)c1ccc(C)cc1C	-0.5	66
CC[C@@H]1C/C=C\Cc2ccccc2[C@H](C(=O)C[C@@H](O)CC(C)=O)OC1=O	6.5	63
CC(=O)c1cccc(NC(=O)c2ccc(S(=O)(=O)N3CC(C)OC(C)C3)cc2)c1 (stereo unspecified)	3.1	81
COC(=O)[C@]1(C)N[C@H](CN(C)C(=O)NC(C)C)[C@@H]2C(=O)N(C)C(=O)[C@@H]21	-0.8	57
O=S(=O)(c1ccc2ccccc2c1)N1CCN(c2ccc(O)cc2)CC1	0.6	52
CC1CCN(C(=O)c2ccc(NC(=O)CC3SC(N4CCCC4)=NC3=O)cc2)CC1 (stereo unspecified)	1.0	59
CC1CCN(C(=O)CCNS(=O)(=O)c2ccc(Br)cc2)CC1	-1.1	53
Cc1cc(CC(=O)O)c2oc(-c3ccoc3)cc(=O)c2c1	-0.4	56
CCOC(=O)c1c(NC(=O)CSc2ncccn2)sc(C(=O)NC)c1C	0.5	67
CC(=O)Nc1ccc(S(=O)(=O)Nc2ccc3nc(C)sc3c2)cc1	1.3	58
O=C(O)c1ccccc1NS(=O)(=O)c1cccc(NS(=O)(=O)c2cc(Br)ccc2Br)c1	-0.7	65
CCC1(c2ccccc2)NC(=O)N(CC(=O)Nc2cc(S(=O)(=O)N3CCOCC3)ccc2OC(C)C)C1=O (stereo unspecified)	1.5	62
COc1ccccc1C(=O)COC(=O)c1c(-c2ccccc2)noc1C	5.0	58
CCOc1ccc(C(=O)NNC(=O)CNC(=O)c2ccc(C)s2)cc1OC	-2.5	59
CCN1CCN(c2ccc(S(=O)(=O)N3CCCCC3)cc2NC(=O)c2ccccc2)CC1	1.2	80
CC(C)Oc1ccc(S(=O)(=O)N2CCCCC2)cc1NC(=O)C1CCC1	0.2	54
COc1ccc(NC(=O)CN2C(=O)NC3(CCCCCCC3)C2=O)cc1	2.1	79
O=C(NCC(=O)N1CCN(c2ccccc2O)CC1)C1CCCCC1	-0.3	50
